HEK293 viab: cell viability loss counter-screen | HEK-293-SNCA-luc viability, GF-AFC fluorescence, 24 h | Potency, µM (series often up to 57.1 µM), inactives show top-dose activity change, negative = cytotoxicity, usual class: cytotoxic | 150,000 tested, 0.12% active;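 note: potency is the fitted concentration of half-maximal effect; 0% = DMSO-treated cells and -100% = medium-only wells without cells; nearly all actives have a fitted effect of over 30% in size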
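Cytotoxicity counterscreen: after 24 h compound treatment of genome-edited SNCA-luciferase HEK-293 cells, live-cell protease substrate GF-AFC read by fluorescence after 30 min; activity scaled between DMSO (0%) and medium-only (-100%), curves Hill-fitted.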
SNCA expr inh: inhibitors of alpha-synuclein (SNCA) gene expression | HEK-293 SNCA-luciferase knock-in, luminescence, 24 h | AID 1671194 | Potency, µM (doses to about 57.2 µM), without a hit: at the highest dose activity change, negative = inhibition, actives largely listed as inhibitors | 140,000 tested, 0.17% active;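 note: potency is the fitted concentration of half-maximal effect; plate controls were DMSO cells for no effect and cell-free wells for full effect; nearly all actives have a fitted effect of over 45% in size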
GPT2 inh: blocks human glutamate pyruvate transaminase 2; Q8TD30; Recombinant GPT2, coupled pyruvate oxidase/HRP Amplex Red fluorescence; Potency, µM (series often up to 57.7 µM), for the others: top-dose activity change, negative = inhibition, hits mostly inhibitors; 100,000 tested, 0.25% active; AID 1671188; note: potency is the fitted concentration of half-maximal effect; nearly all actives have a fitted effect of over 60% in size; many of its hits are not listed in these tables
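Inhibition is scored from Amplex Red fluorescence generated when pyruvate oxidase and HRP act on pyruvate released by GPT2. Reactions contain 10ng/uL enzyme, 250uM a-KG and 2mM L-alanine and run 30 min at room temperature.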
IP6K1 inhibitor: blocks human inositol hexakisphosphate kinase 1; Q92551; activity change, % (series mostly up to about 58 µM); 140,000 tested, 0.81% active; IP6K1 kinase, ADP-Glo luminescence, 2 h; active compounds read low; in the data active = activity change below about -25%
Target sequence (Q92551 whole entry, looked up): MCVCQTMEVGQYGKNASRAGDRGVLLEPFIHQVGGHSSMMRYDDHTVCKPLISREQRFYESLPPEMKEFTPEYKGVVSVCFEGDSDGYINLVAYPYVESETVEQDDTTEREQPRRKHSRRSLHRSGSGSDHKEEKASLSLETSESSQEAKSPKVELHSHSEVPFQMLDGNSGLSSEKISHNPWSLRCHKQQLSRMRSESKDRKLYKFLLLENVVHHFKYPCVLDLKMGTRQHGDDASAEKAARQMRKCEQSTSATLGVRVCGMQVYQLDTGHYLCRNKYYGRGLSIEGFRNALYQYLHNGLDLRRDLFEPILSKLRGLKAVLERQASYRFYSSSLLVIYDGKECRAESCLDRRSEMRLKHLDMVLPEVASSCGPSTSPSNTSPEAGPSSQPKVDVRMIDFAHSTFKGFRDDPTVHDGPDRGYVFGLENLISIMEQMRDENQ
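ADP-Glo luminescence measures ADP made by human IP6K1 during a 2 h RT reaction with ATP/IP6 (mix at 1.3 mM/130 uM); top library doses 57.5 and 19.1 uM final.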
Luciferase inh: inhibitors of firefly (Photinus pyralis) luciferase; P08659; purified P. pyralis luciferase, luminescence, biochemical; Potency, µM (series often up to 115 µM), without a hit: at the top dose activity change, negative = inhibition, actives largely listed as inhibitors; 76,000 tested, 2.5% active; AID 1347043; note: potency is the fitted concentration of half-maximal effect; nearly all actives have a fitted effect of over 65% in size
Target sequence (P08659 whole entry, looked up): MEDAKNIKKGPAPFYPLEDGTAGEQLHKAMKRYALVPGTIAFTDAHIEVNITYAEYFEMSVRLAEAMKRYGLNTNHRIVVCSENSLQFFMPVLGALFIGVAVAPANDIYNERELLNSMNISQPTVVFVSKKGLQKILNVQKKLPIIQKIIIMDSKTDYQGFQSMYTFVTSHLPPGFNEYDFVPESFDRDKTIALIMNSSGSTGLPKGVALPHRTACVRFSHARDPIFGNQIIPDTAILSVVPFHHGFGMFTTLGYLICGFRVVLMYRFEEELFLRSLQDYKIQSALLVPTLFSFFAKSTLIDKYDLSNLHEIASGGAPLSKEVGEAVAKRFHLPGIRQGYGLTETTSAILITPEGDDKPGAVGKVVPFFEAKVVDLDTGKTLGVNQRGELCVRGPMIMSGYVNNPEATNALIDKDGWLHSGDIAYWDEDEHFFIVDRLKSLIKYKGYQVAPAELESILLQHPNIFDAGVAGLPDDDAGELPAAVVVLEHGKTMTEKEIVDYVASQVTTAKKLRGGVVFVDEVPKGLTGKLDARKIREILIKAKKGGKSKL
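Purified 10nM P. pyralis luciferase with 10uM D-luciferin and 10uM ATP in 50mM Tris acetate pH 7.5, 10mM Mg acetate, 0.01% Tween-20, 0.05% BSA. qHTS titration; luminescence read by CCD imager.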
HEK cytotox: kills HEK 293 cells; HEK 293 viability, ATP luminescence (CellTiter-Glo), 48-72 h; 94,000 tested, 6.6% active; AID 1345083; Potency, µM (doses to about 115 µM), for the others: at the top dose activity change, negative = cytotoxicity, actives largely listed as inhibitors; note: potency is the fitted concentration of half-maximal effect; nearly all actives have a fitted effect of over 60% in size
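Pintool-delivered compounds were incubated with HEK 293 cells (250 cells/well) at 37 degree Celsius for 48 or 72 hr. ATP-dependent luminescence (CellTiter-Glo) then reported remaining viable cells.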
NIH3T3 tox: cytotoxic compounds in NIH 3T3 cells | AID 1345082 | 94,000 tested, 4.3% active | Potency, µM (top dose mostly 96.7 µM), inactives show at the top dose activity change, negative = cytotoxicity, actives largely listed as inhibitors | NIH 3T3 viability, CellTiter-Glo ATP luminescence, 48-72 h; note: potency is the fitted concentration of half-maximal effect; nearly all actives have a fitted effect of over 55% in size
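Luminescent ATP readout (CellTiter-Glo, 10 min RT) after 48 or 72 hr compound exposure of NIH 3T3 cells seeded at 400 cells/well in 1536-well format; quantitative HTS.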
* = called active by the depositor; i = inactive; ? = inconclusive; nt = not tested or not shown; [ ] = another dose, or the depositor's remark. Unless noted, calls come from the whole dose curve; as a rule, active = well fitted curve in the direction sought with a large enough effect; inconclusive = small, poorly fitted or top-dose-only effect, or another doubt; inactive = no such curve, though single readings can be large; an effect the other way counts as inactive or inconclusive. Unless noted, % is set by controls: 0 for no effect and ±100 for the full control effect. This is a subset, so the mix of outcomes need not match the whole.

Every second line gives: HEK293 viab, SNCA expr inh, GPT2 inh, IP6K1 inhibitor, Luciferase inh, HEK cytotox, NIH3T3 tox
- Nc1ncn([C@@H]2O[C@H](CO)[C@@H](O)[C@@H]2O)c(=O)n1
 : ?, -39%, -5%, nt, nt, nt, nt
- C=CCC(CC=C)(CNC(=O)C(=O)Nc1ccc(Br)cc1)c1ccc(OC)c(OC)c1
 : 2%, -25%, nt, -24, nt, nt, nt
- Cc1ccc(-c2nc(NC(=O)CSc3nc(C)nc4sc5c(c34)CCCC5)ns2)cc1
 : -7%, 18%, nt, 9, nt, nt, nt
- O=C(CC1CCCCC1)N1CCC(Cc2nc(C3CC3)n[nH]2)C1 (stereo unspecified)
 : -20%, 14%, 0%, 10, nt, -11%, -18%
- CCCc1nn2c(C)c(-c3ccccc3)nc2s1
 : 13%, -31%, nt, 6, nt, nt, nt
- Cc1ccc2c(c1)N(C(=O)CCC(=O)NCc1ccccc1F)CC(C)O2 (stereo unspecified)
 : 8%, 29%, nt, 11, nt, nt, nt
- FC(F)(F)c1cccc(-c2cc(C3=CCOCC3)c3cncn3c2)c1
 : 2%[87.6 µM], -3%[87.6 µM], i, -4, -11%[172 µM], 100µM*, ?
- CCc1cccc(C)c1NC(=O)Cn1c(=O)n(-c2cccc(C)c2)c(=O)c2c1c1cc(C)ccc1n2C
 : -4%, -17%, nt, 26, nt, nt, nt
- CCOC(=O)c1cc(-c2ccc(F)cc2)n(CC(=O)NC2CCCCC2)c1C
 : 0%, -18%, nt, 11, nt, nt, nt
- Cc1ccc(C(=O)n2nc(C)c(S(=O)(=O)N3CCOCC3)c2C)cc1C
 : -1%, 5%, nt, 21, nt, nt, nt
- COc1ccc(C(=O)N2CCC(N3C(=O)CCC3C(=O)NC(C)C)CC2)cc1OC (stereo unspecified)
 : -10%, -23%, i, -2, -2%, -1%, 2%
- CC(=O)NCCNC(=O)C1CCCN(S(=O)(=O)c2ccccc2)CCC(=O)NCC1 (stereo unspecified)
 : ?, -12%, 1%, 0, -3%, i, 5%
- O=C(CN1CC2CC(C1)[C@H]1CCCC(=O)N1C2)NCc1ccccc1 (stereo partly specified)
 : 2%, -22%, 0%, 24, -8%, -2%, 3%
- COc1ccc2c(c1)c1c(c(=O)n(-c3ccc(OC)c(OC)c3)c(=O)n1Cc1ccc(F)cc1)n2C
 : 0%, 2%, nt, 11, nt, nt, nt
- Cc1c(C(=O)Nc2cccc(C(F)(F)F)c2)sc2nc3n(c(=O)c12)CCC3
 : -7%, 76%[activator], nt, -8, nt, nt, nt

Compound profiles, as listed above.
C=CCC(CC=C)(CNC(=O)C(=O)Nc1ccc(Br)cc1)c1ccc(OC)c(OC)c1 in the list: HEK293 viab = 2%; SNCA expr inh = -25%; GPT2 inh = nt; IP6K1 inhibitor = -24; Luciferase inh = nt; HEK cytotox = nt; NIH3T3 tox = nt
COc1ccc(C(=O)N2CCC(N3C(=O)CCC3C(=O)NC(C)C)CC2)cc1OC (stereo unspecified) in the list: HEK293 viab = -10%; SNCA expr inh = -23%; GPT2 inh = i; IP6K1 inhibitor = -2; Luciferase inh = -2%; HEK cytotox = -1%; NIH3T3 tox = 2%
O=C(CC1CCCCC1)N1CCC(Cc2nc(C3CC3)n[nH]2)C1 (stereo unspecified) in the list: HEK293 viab = -20%; SNCA expr inh = 14%; GPT2 inh = 0%; IP6K1 inhibitor = 10; Luciferase inh = nt; HEK cytotox = -11%; NIH3T3 tox = -18%

More compounds
Every second line gives: HEK293 viab, SNCA expr inh, GPT2 inh, IP6K1 inhibitor, Luciferase inh, HEK cytotox, NIH3T3 tox
- CCN1CC(c2ccccc2)CC2(CCN(S(=O)(=O)N(C)C)CC2)C1 (stereo unspecified)
 : -7%, -23%, -9%[11.5 µM], 1, -1%, -5%, -15%
- O=C1CCN(CC2CCCCC2)CCCC(c2nc(-c3cccnc3)no2)CCN1 (stereo unspecified)
 : 0%, 42%[activator], i, 9, 1%, ?, ?
- CCn1cc(S(=O)(=O)N2CCCC(c3nc(-c4cnccn4)no3)CCNC(=O)CC2)cn1 (stereo unspecified)
 : 4%, -16%, i, 14, -11%, -14%, -13%
- CN(C)c1ccc(CN2CCCC(COc3ccccc3C(=O)N3CCCC3)C2)cc1 (stereo unspecified)
 : -15%, -8%, -6%, 4, 2%, ?, ?
- O=C1CCN(C(=O)CN2CCCCCC2)CCCC(c2nc(-c3cnccn3)no2)CCN1 (stereo unspecified)
 : 7%, 9%, 1%, 8, 0%, i, -7%
- Cc1ccc(-c2noc([C@@H]3C[C@@H](O)CN3CC3CC3)n2)cc1F
 : 2%[87.6 µM], 101%[activator][87.6 µM], i, -15, 50µM*, ?, ?
- COCCN1CCOC[C@H]2CCN(C(=O)c3ccco3)C[C@H]21
 : -11%, ?, i, 0, 0%, 3%, -7%
- C=CCN1C[C@H]2COc3ccc(C)cc3[C@H]2N(C(=O)c2cccc(OC)c2)CCC1=O
 : nt, nt, nt, -16, nt, ?, -4%
- Cc1ccc(NC(=O)c2c(C)oc3c2C2=NCCN2C=N3)cc1F
 : -5%, ?, nt, -12, nt, nt, nt
- CCc1nc2c(c(-c3ccc(Cl)cc3)n1)CN(Cc1cccc(OC)c1)CC2
 : 4%, -9%, i, 0, -3%, ?, 13µM*
- O=C(NCc1ccc(F)c(F)c1)c1ccc2nnc(Cc3ccc(Cl)cc3)n2c1
 : -23%, -11%, i, -11, nt, ?, 35µM*
- CN(C)C[C@@H]1CN(C)C[C@H]1NS(=O)(=O)c1cc(F)cc(F)c1
 : 2%, -17%, 0%, -10, -14%, -17%, -10%
- COc1cc(Cl)c(C)cc1NC(c1ccccc1)c1nnc(-c2ccccc2Cl)o1 (stereo unspecified)
 : 6%, 77%[activator], nt, 10, nt, nt, nt
- O=C(O)C1CCc2nnc(C3CCN(C(=O)c4ccccc4)C3)n21 (stereo unspecified)
 : 5%, 3%, -3%, 3, nt, i, i
- COc1ccc(CNC(=O)CN2C(=O)NC3(CCOCC3)C2=O)cc1
 : -1%, 3%, 3%, 5, -4%, 6%, i

Every second line gives: HEK293 viab, SNCA expr inh, GPT2 inh, IP6K1 inhibitor, Luciferase inh, HEK cytotox, NIH3T3 tox
- C=Cc1ccc(Cn2c(=O)c(-c3noc(CC)n3)c3n(c2=O)CCCC3)cc1
 : -1%, 15%, -10%, 4, 3%, ?, -27%
- CCCCCC(=O)N(c1ccc(OCC)cc1)S(=O)(=O)c1ccc2c(c1)n(C)c(=O)n2C
 : 9%, 17%, nt, 13, nt, nt, nt
- O=C(CN1N=C(c2ccc(Cl)cc2)CCC1=O)NCc1ccc(F)cc1
 : 6%, 30%, nt, 46, nt, nt, nt
- CCOc1ccc(NC(=O)c2oc3ccccc3c2NC(=O)Cc2cccc(C)c2)cc1
 : 3%, 15%, nt, 17, nt, nt, nt
- Cn1c(SCC(=O)N2CCCc3ccccc32)ncc(C(=O)Nc2ccc(Cl)cc2)c1=O
 : -1%, 27%, nt, -23, nt, nt, nt
- CCN1C(=O)CCc2cc(NC(=O)NC3CCCC3)ccc21
 : 0%, 37%[activator], i, -7, -15%, ?, -19%
- CCOc1ccc(C2Cn3nnc(-c4nc(-c5ccc(OC)cc5)no4)c3CO2)cc1 (stereo unspecified)
 : -2%, 15%, i, 0, -1%, 1%, -1%
- COc1ccc(-c2nnc(SCC(=O)NCCC(C)C)nc2-c2ccc(OC)c(OC)c2)cc1OC
 : 1%, -26%, nt, -7, nt, nt, nt
- CCC(Cn1nnc2ccccc2c1=O)NC(=O)Nc1cccc(C)c1C (stereo unspecified)
 : -3%, -12%, nt, 35, nt, nt, nt
- COc1ccc(CCNC(=O)C2CCN(c3nc4ccccc4nc3C(F)(F)F)CC2)cc1OC
 : 8%, 8%, nt, 0, nt, nt, nt
- COc1nccc(N2CCC(CC(=O)N3CCCN(c4ncccn4)CC3)CC2)n1
 : -4%, 5%, i, 11, -5%, ?, -31%
- c1ccc(-c2nc(-c3cnccn3)no2)c(OC2CCNC2)c1 (stereo unspecified)
 : -7%, 5%, i, -17, -5%, ?, -20%
- Cc1ccc(Cn2c(=O)n(-c3ccccc3)c(=O)c3ccc(C(=O)NCc4ccco4)cc32)cc1
 : -1%, -14%, nt, 13, nt, nt, nt
- Cc1cc(C)c(Nc2nn3c(=O)c4cc5c(cc4nc3s2)OCO5)c(C)c1
 : 3%, 4%, nt, -20, nt, nt, nt
- CCCCOc1cccc(C(=O)N(Cc2ccc(Br)o2)C2CCS(=O)(=O)C2)c1 (stereo unspecified)
 : -11%, -22%, nt, -6, nt, nt, nt

Every second line gives: HEK293 viab, SNCA expr inh, GPT2 inh, IP6K1 inhibitor, Luciferase inh, HEK cytotox, NIH3T3 tox
- O=C(Nc1cc(-c2nc3cc(Cl)ccc3o2)ccc1Cl)c1cc2ccccc2o1
 : -2%, 98%[activator], nt, 36, nt, nt, nt
- O=C(Nc1cccc(C(F)(F)F)c1)c1cnc2c(c1)N(C(=O)Cc1cccc(C(F)(F)F)c1)CCC2
 : ?, ?, ?, 3, -14%, 25µM*, ?
- C[C@]12C[C@@H](O)[C@@H]3C[C@@]1(O[C@@H]1O[C@H](CO)[C@@H](O)[C@H](O)[C@H]1O)[C@]3(COC(=O)c1ccccc1)C(=O)O2
 : -8%[23.9 µM], nt, i, -1, nt, nt, nt
- COc1ccccc1NC(=O)CC1CCCN(c2cnn(C)c(=O)c2)C1 (stereo unspecified)
 : -1%, ?, -13%, 13, -2%, 8%, -5%
- COc1ccc(-c2cn3c(n2)CO[C@@H](CNS(=O)(=O)c2ccc(C)cc2)C3)cc1
 : -3%[87.6 µM], -14%[87.6 µM], -54%[88.5 µM], -17, -24%[172 µM], -12%[172 µM], -32%[174 µM]
- COc1cccc(NC(=O)C2CCN(c3cn[nH]c(=O)c3)C2)c1 (stereo unspecified)
 : 16%, 24%, i, 5, -3%, i, 2%
- COc1ccc(-n2c(-c3ccccc3F)nc3c(cnn3-c3ccc(C)cc3)c2=O)cc1
 : 4%, ?, nt, 13, nt, nt, nt
- O=C(Cc1ccc(NC(=O)N2CCCCc3ccccc32)cc1)Nc1ccccc1Br
 : -5%, ?, nt, 12, nt, nt, nt
- Cc1ccc(C)c(N2CCN(C(=O)c3cn(CC(C)C)c(=O)c4c3c3ccccc3n4C)CC2)c1
 : 6%, 51%[activator], nt, 19, nt, nt, nt
- CCOc1ccc(C2N3CC4(C(C)C)CN2CC(C(C)C)(C3)C4=O)cc1OC (stereo unspecified)
 : 7%, -8%, nt, 10, nt, nt, nt
- CCN(C(=O)CSc1nc2ccccc2c2nc(CCn3c(C)nc4ccccc43)nn12)c1cccc(C)c1
 : 5%, -21%, nt, 36, nt, nt, nt
- CCN1C(=O)C2CC3(CCN(C(=O)c4cc5ccccc5[nH]4)CC3)CN2C1=O (stereo unspecified)
 : -5%, 59%[activator], 4%, -6, -27%, ?, -24%
- CCc1nncn1C1CCN(C(=O)c2cc(-c3cccs3)[nH]n2)C1 (stereo unspecified)
 : 4%, 0%, i, 12, -3%, 1%, 3%
